High-throughput results from PubChem BioAssay.
YAP1 CTGF inhibition = YAP1 pathway inhibitors via CTGF transcript, primary screen, DLD1 colon cancer cells, RT-qPCR, single point (AID 743449). DLD1 CTGF mRNA qPCR, 24 h; active compounds read high. inhibition, % at 12.5 µM. 9,900 tested, 0.9% active;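 active = mean normalized replicate activity at least 50 and at least half of replicates each reaching 50; inconclusive = only one of the two criteria met; inactive = neither criterion met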;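 note: 0% = neutral control wells and 100% = dasatinib control wells; higher means stronger suppression of CTGF expression like dasatinib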
Pax4 mRNA alpha TC1 = activators of Pax4 gene expression, primary screen, RT-PCR, mouse alpha TC1 cells, single point (AID 1053180); mouse alpha TC1 cells, Pax4 mRNA qPCR, 6 days; active compounds read high; 100% = Pax4 plasmid added at qPCR; activation, % at 10 µM; 9,600 tested, 0.2% active;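 active = highest normalized replicate activity of 15 or more, or at least half the replicates reach 15 or more; inactive = neither condition met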;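 note: pax4 Ct normalized to GAPDH with activation seen as lower delta delta Ct; plate controls were plate neutral control wells for no effect and Pax4 plasmid positive control for full effect; each compound tested in two replicate wells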
An asterisk follows results filed as active; ? = inconclusive; nt = no result given. Only part of the results is shown. The share of hits here may be higher or lower than overall.

SMILES	YAP1 CTGF inhibition	Pax4 mRNA alpha TC1
C[C@@H]1CN([C@H](C)CO)C(=O)Cc2cc(NS(=O)(=O)c3ccc(F)cc3)ccc2O[C@@H]1CN(C)Cc1ccncc1	-18	0.0
CN1c2ccc(C#Cc3cccnc3)cc2[C@@H]2[C@@H](CCN2C(=O)c2cccc(F)c2)[C@@H]1CO	12	0.0
CO[C@@H]1CN(C)C(=O)c2ccc(NS(=O)(=O)CC(F)(F)F)cc2OC[C@@H](C)N(Cc2nccs2)C[C@H]1C	-23	0.0
CCN(C[C@H]1[C@H](c2ccccc2)[C@@H](CO)N1C(C)=O)C(=O)NC1CCCC1	14	0.0
O=C(Nc1ccccc1F)N[C@H]1CC[C@@H](CCNC(=O)C2CC2)O[C@@H]1CO	-8	0.0
COc1ccccc1S(=O)(=O)N1CC[C@@H]2[C@H]1c1cc(-c3cccc(C#N)c3)ccc1N(C)[C@H]2CO	62*	0.0
N#C[C@H]1[C@@H](c2ccccc2C2=CCCCC2)[C@H](CO)N1C(=O)CN1CCOCC1	-21	0.0
O=C(c1cccc(F)c1)N1C[C@H]2[C@@H](c3ccccc31)[C@@H](CO)N2Cc1cocn1	-18	0.0
CCCNC(=O)N1CC2(C1)[C@H](c1ccccc1)[C@@H](CO)N2C(=O)c1cccnc1	-23	nt
CC(C)C#Cc1ccc([C@@H]2[C@@H](CO)N3C(=O)CN(C(=O)Cc4ccccc4)C[C@@H]23)cc1	?	0.0
CO[C@H]1CN(C)C(=O)c2cc(NC(=O)Nc3c(C)noc3C)ccc2OC[C@H](C)NC[C@H]1C	-56	0.0
CCC(=O)N1CC(=O)N2[C@H](CO)[C@@H](c3ccc(C#CCC(C)C)cc3)[C@@H]2C1	4	0.0
CCCNC(=O)N1C[C@@H](C)[C@@H](OC)CN(C)C(=O)c2ccc(NC(=O)CC)cc2OC[C@H]1C	-18	0.0
CC(C)NC(=O)N1[C@H](CO)[C@@H](c2ccccc2)[C@@H]1CN(C)C(=O)c1cccnc1	19	0.0
O=C(C[C@H]1CC[C@H]2[C@@H](COC[C@@H](O)CN2S(=O)(=O)c2ccc(F)cc2)O1)NCCN1CCCCC1	9	0.0
N#Cc1cccc(-c2ccc(C3[C@@H]4CNC[C@H]3N4)cc2)c1 (stereo partly drawn)	-105	0.0
C[C@H](NC(=O)C[C@H]1CC[C@H]2[C@@H](COC[C@H](O)CN2Cc2ccc(C(F)(F)F)cc2)O1)c1ccccc1	20	0.1
CCC(=O)N1Cc2cc(C(=O)NCc3cccc(F)c3)nc(-c3cccc(C4=CCCC4)c3)c2[C@H]1CCO	50*	0.1
C[C@H](NC(=O)C[C@@H]1C=C[C@H](NS(=O)(=O)c2cccc(F)c2)[C@@H](CO)O1)c1ccccc1	10	0.0
C[C@H]1CCCCO[C@@H](CN(C)Cc2ccc3c(c2)OCO3)[C@@H](C)CN([C@@H](C)CO)C(=O)c2cc(NS(=O)(=O)c3cn(C)cn3)ccc2O1	-22	0.0
CN1C(=O)c2cc(NC(=O)C3CCOCC3)ccc2OC[C@H]2O[C@@H](CC(=O)Nc3ccc4c(c3)CCCC4)CC[C@@H]21	15	0.0
CO[C@H]1CN(C)C(=O)c2cc(NS(C)(=O)=O)ccc2OC[C@@H](C)N(C(=O)C2CCOCC2)C[C@@H]1C	-9	0.0
C[C@@H]1CN([C@@H](C)CO)C(=O)c2cccc(NC(=O)Nc3ccc(F)cc3)c2O[C@H]1CN(C)S(=O)(=O)c1ccc(Cl)cc1	-20	0.0
CN(C)C(=O)c1cccc(-c2ccccc2[C@H]2[C@@H](C#N)N(C(=O)C3CCCCC3)[C@H]2CO)c1	15	0.0
COCC(=O)N1CC[C@@H]2[C@H]1c1cc(C#Cc3ccc(F)cc3)ccc1N[C@@H]2CO	22	0.0
Cc1ccc(S(=O)(=O)N[C@@H]2C=C[C@H](CC(=O)NCc3ccc(Cl)c(Cl)c3)O[C@@H]2CO)cc1	11	0.0
O=C(Cc1ccccc1)N1C[C@H]2[C@@H](c3ccccc31)[C@H](CO)N2S(=O)(=O)c1ccccc1	-21	0.0
C[C@@H]1CCCCO[C@H](CN(C)CC2CCCCC2)[C@H](C)CN([C@@H](C)CO)C(=O)c2cc(NC(=O)Nc3ccc(C(F)(F)F)cc3)ccc2O1	-11	0.4
COCC(=O)N1CC2(C1)CN(C(=O)Nc1ccccc1F)[C@@H](CO)c1[nH]c3cc(OC)ccc3c12	?	0.0
O=C(Nc1ccc(F)cc1)N1CC(=O)N2[C@H](CO)[C@H](c3ccc(-c4cccc(F)c4)cc3)[C@H]2C1	9	0.0

Part of the list above, with values under each structure.
Sequence of screens – YAP1 CTGF inhibition	Pax4 mRNA alpha TC1
- CCN(C[C@H]1[C@H](c2ccccc2)[C@@H](CO)N1C(C)=O)C(=O)NC1CCCC1
 : 14	0.0
- O=C(Nc1ccccc1F)N[C@H]1CC[C@@H](CCNC(=O)C2CC2)O[C@@H]1CO
 : -8	0.0

Other entries:
SMILES	YAP1 CTGF inhibition	Pax4 mRNA alpha TC1
CO[C@H]1CN(C)C(=O)c2ccc(NC(=O)NC(C)C)cc2OC[C@H](C)N(Cc2ccc(-c3ccccn3)cc2)C[C@H]1C	1	0.0
CCCNC(=O)N1CC[C@@H]2[C@@H](CO)N(C)c3ccc(-c4cccc(OC)c4)cc3[C@@H]21	6	0.0
COC(=O)C[C@H]1CC[C@H]2[C@H](COc3ccc(NC(=O)c4ccc(C(F)(F)F)cc4)cc3C(=O)N2C)O1	19	0.0
CCC(=O)N1[C@@H](C#N)[C@H](c2ccccc2-c2ccccc2)[C@@H]1CO	8	0.0
CO[C@H](CN(C)C(=O)c1ccccc1F)[C@H](C)CN([C@H](C)CO)S(=O)(=O)c1ccc(F)cc1	-13	0.1
C/C=C/c1ccc([C@@H]2[C@@H](CO)N3C(=O)CN(S(=O)(=O)c4ccccc4)C[C@H]23)cc1	0	0.0
CCC(=O)Nc1ccc2c(c1)OC[C@@H](C)N(Cc1ccccc1)C[C@@H](C)[C@H](OC)CN(C)C2=O	-12	0.0
O=C(C[C@@H]1CC[C@@H](NC(=O)C2CC2)[C@H](CO)O1)Nc1ccccc1	-3	0.0
O=C(c1cnccn1)N1CC(=O)N2[C@@H](CO)[C@H](c3ccc(/C=C/c4ccccc4)cc3)[C@@H]2C1	33	0.0
Cc1ccc(S(=O)(=O)Nc2ccc3c(c2)C(=O)N(C)[C@@H]2CC[C@@H](CC(=O)NCCc4ccncc4)O[C@@H]2CO3)cc1	-18	0.0
C[C@@H]1CCn2cc(nn2)COC[C@@H](c2ccccc2)NC1=O	8	0.0
C/C=C/c1ccc([C@H]2[C@@H](CO)N(CC3CCOCC3)C23CN(C(=O)COC)C3)cc1	11	nt
C[C@@H]1CN([C@H](C)CO)C(=O)c2cccc(NC(=O)C3CCOCC3)c2O[C@H]1CN(C)C(=O)Nc1cccc2ccccc12	32	0.0
CN(C)C(=O)c1ccc(-c2ccc3c(c2)[C@H]2[C@H](CCN2C(=O)C2CCCC2)[C@@H](CO)N3C)cc1	4	0.0
COC(=O)C[C@@H]1C[C@H]2c3cc(NC(=O)c4ccc5c(c4)OCO5)ccc3O[C@H]2[C@H](CO)O1	0	0.0
N#C[C@H]1[C@H](c2ccc(-c3cccnc3)cc2)[C@H](CO)N1C(=O)Nc1ccc(F)cc1	-9	0.0
CO[C@@H](CN(C)S(=O)(=O)c1ccc(C)cc1)[C@H](C)CN(C(=O)Nc1ccccc1F)[C@@H](C)CO	-12	0.0
COc1cccc(S(=O)(=O)Nc2ccc3c(c2)[C@@H]2C[C@@H](CC(=O)NC4CCCCC4)O[C@@H](CO)[C@@H]2O3)c1	13	0.0
O=C(Cc1ccncc1)Nc1ccc2c(c1)[C@@H]1C[C@@H](CC(=O)N3CCc4ccccc4C3)O[C@@H](CO)[C@@H]1O2	10	0.0
CCc1csc(N2[C@H](C#N)[C@H](c3ccccc3C3=CCCC3)[C@H]2CO)n1	-7	0.0
COc1ccc(CN2C[C@@H](O)COC[C@@H]3O[C@H](CC(=O)N(C)C)CC[C@H]32)cc1	-19	0.0
Cc1noc(C)c1S(=O)(=O)Nc1cccc2c1O[C@H](CN(C)Cc1ccc(C(F)(F)F)cc1)[C@H](C)CN([C@@H](C)CO)C2=O	1	0.0
CCS(=O)(=O)Nc1ccc2c(c1)C(=O)N(C)[C@H]1CC[C@@H](CC(=O)NC3CCCCC3)O[C@@H]1CO2	-10	0.0
C[C@H]1CN([C@@H](C)CO)C(=O)c2cccc(NS(C)(=O)=O)c2O[C@@H]1CN(C)Cc1ccc(-c2ccccc2)cc1	-4	0.0
CCCNC(=O)N1[C@H](CO)[C@@H]2c3ccccc3N(C(=O)c3ccncc3)C[C@@H]21	-3	0.0
CCc1nc(N2[C@H](CO)[C@H](c3ccccc3-c3ccc(F)cc3)[C@@H]2C#N)sc1C	-18	0.0
C[C@H]1CNC(=O)[C@H](Cc2ccc(C(F)(F)F)cc2)CCn2nncc2COC1	13	2.5
O=C(Nc1nccs1)[C@@H]1[C@@H](CO)[C@@H]2Cn3c(cccc3=O)[C@H]1N2C(=O)C1CC1	-14	0.0
O=C(c1cccc(F)c1)N1CC[C@@H]2[C@H](CO)Nc3ccc(C#CC4CC4)cc3[C@@H]21	-22	0.0
C/C=C/c1ccc([C@@H]2[C@H](CO)N[C@H]2CN(CC)C(=O)CN2CCOCC2)cc1	6	0.0

As entered above:
COc1cccc(S(=O)(=O)Nc2ccc3c(c2)[C@@H]2C[C@@H](CC(=O)NC4CCCCC4)O[C@@H](CO)[C@@H]2O3)c1 in Pax4 mRNA alpha TC1 reads 0.0
O=C(Cc1ccncc1)Nc1ccc2c(c1)[C@@H]1C[C@@H](CC(=O)N3CCc4ccccc4C3)O[C@@H](CO)[C@@H]1O2 in YAP1 CTGF inhibition reads 10
CCS(=O)(=O)Nc1ccc2c(c1)C(=O)N(C)[C@H]1CC[C@@H](CC(=O)NC3CCCCC3)O[C@@H]1CO2 in YAP1 CTGF inhibition reads -10

(more compounds)
SMILES	YAP1 CTGF inhibition	Pax4 mRNA alpha TC1
O=C(C[C@@H]1CC[C@H]2NC[C@@H](O)COC[C@@H]2O1)NCc1ccc2c(c1)OCO2	14	0.0
C[C@H]1CN([C@@H](C)CO)S(=O)(=O)c2ccc(C#CC3(O)CCCC3)cc2O[C@H]1CN(C)C(=O)Nc1cccc(F)c1	28	0.1
CCCNC(=O)N1CC2(C1)[C@@H](c1ccccc1)[C@H](CO)N2C(=O)CC1CC1	-9	nt
COc1ccc2c3c([nH]c2c1)[C@@H](CO)N(S(=O)(=O)c1cn(C)cn1)CC31CCN(CC2CCCCC2)CC1	-8	0.0
CC(C)(C)[S@](=O)N1Cc2cc(C(=O)N[C@@H]3CCN(Cc4ccccc4)C3)nc(-c3cccc(-c4cccnc4)c3)c2[C@@H]1CCO	-8	0.1
Cc1ccccc1-c1ccc([C@@H]2[C@H](CO)N3C(=O)CN(C(=O)c4ccncc4)C[C@@H]23)cc1	10	0.0
COc1ccccc1S(=O)(=O)N[C@H]1C=C[C@H](CC(=O)N2CCOCC2)O[C@@H]1CO	-42	0.0
COc1ccc2c3c([nH]c2c1)[C@@H](CO)N(C(=O)Nc1ccc(F)cc1)CC31CCN(S(=O)(=O)c2cn(C)cn2)CC1	-15	0.0
C[C@@H]1CN([C@@H](C)CO)C(=O)CCCn2cc(nn2)CO[C@@H]1CN(C)C(=O)CCC(F)(F)F	?	0.0
COc1ccccc1-c1ccccc1[C@H]1[C@@H](C#N)N(C(=O)CN(C)C)[C@@H]1CO	-30	0.0
COc1ccc2c3c(n(C)c2c1)[C@H](CO)N(C)CC31CCN(C(=O)c2ccccc2F)CC1	-10	0.0
CCS(=O)(=O)Nc1ccc2c(c1)C(=O)N(C)[C@@H]1CC[C@@H](CC(=O)NC3CCCCC3)O[C@@H]1CO2	-17	0.0
N#C[C@@H]1[C@@H](c2ccccc2C2=CCCCC2)[C@@H](CO)N1C(=O)c1ccccn1	31	0.0
O=C(O)C[C@H]1C[C@H]2c3cc(NC(=O)Cc4ccncc4)ccc3O[C@H]2[C@@H](CO)O1	?	0.0
N#C[C@H]1[C@@H](c2ccccc2-c2ccccc2F)[C@H](CO)N1C(=O)C1CCC1	6	0.0

3 compounds already listed, sorted by count of non-hydrogen atoms, descending:
SMILES	YAP1 CTGF inhibition	Pax4 mRNA alpha TC1
CC(C)(C)[S@](=O)N1Cc2cc(C(=O)N[C@@H]3CCN(Cc4ccccc4)C3)nc(-c3cccc(-c4cccnc4)c3)c2[C@@H]1CCO	-8	0.1
COc1ccc2c3c([nH]c2c1)[C@@H](CO)N(C(=O)Nc1ccc(F)cc1)CC31CCN(S(=O)(=O)c2cn(C)cn2)CC1	-15	0.0
N#C[C@H]1[C@@H](c2ccccc2-c2ccccc2F)[C@H](CO)N1C(=O)C1CCC1	6	0.0

Next part
SMILES	YAP1 CTGF inhibition	Pax4 mRNA alpha TC1
CN(C)CC(=O)N1[C@H](C#N)[C@H](c2ccc(C#CC3CCCCC3)cc2)[C@@H]1CO	-79	0.0
O=C(C1CCOCC1)N1CC(=O)N2[C@@H](CO)[C@@H](c3ccc(C#CC4CCCCC4)cc3)[C@@H]2C1	-5	0.0
CNC[C@H]1OCc2cn(nn2)CCCC(=O)N([C@@H](C)CO)C[C@@H]1C	?	0.0
Cc1ccccc1S(=O)(=O)N1CCCCN2[C@H](C1)[C@H](c1ccc(C#CCN(C)C)cc1)[C@@H]2CO	-2	0.0
CO[C@H]1CN(C)C(=O)c2cc(NC(=O)Nc3cc(F)ccc3F)ccc2OC[C@H](C)NC[C@@H]1C	?	0.0
C[C@H]1CN([C@@H](C)CO)C(=O)Cc2cc(NC(=O)Cn3cnnn3)ccc2O[C@H]1CN(C)S(=O)(=O)c1ccc(Cl)cc1	-8	0.0
